# Screening data: PubChem, several laboratories
# PPC-1+TRAIL kill = kills PPC-1 cancer cells in the presence of TRAIL; PPC-1 cells + TRAIL, ATPLite viability luminescence; cell killing (% activity), % at 4 µM; 220,000 tested, 0.41% active;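 active means cell killing above 50% in the first pass at 4 µM, then a duplicate retest at 5 µM averaging 50% or more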;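 further: plate controls were cells with TRAIL plus DMSO for no effect and medium-only wells lacking cells for full effect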
# TNF death inh = TNF-alpha cell death inhibition in Jurkat FADD-/- cells; Jurkat FADD-/- TNF necroptosis rescue, ATP luminescence, 24 h; 0 = TNF only, 100 = no-TNF cells; activation (protection from cell death), % at 10 µM; 220,000 tested, 0.068% active;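 active means activation, meaning protection from cell death, of at least 50% relative to plate controls; inactive means activation below 50%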;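 further: necroptosis triggered by 40 ng/mL TNF-alpha added together with compound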
# zfTRPN1 agonist = activates the zebrafish TRPN1 channel. AID 1424. activation, % at 3 µM. HEK293 zebrafish TRPN1-YFP, Fluo-8 calcium fluorescence; 100% = response to 87 µM carbachol. 220,000 tested, 0.18% active;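 active means activation above its plate's cutoff, the mean activation of test wells on that plate plus 3 SD, cut at about 19% in these data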;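 further: 0% = DMSO alone and 100% = 87 µM carbachol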
#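 Control set: carbachol 87 µM as high control, DMSO as low control; system: HEK293 stable line with zebrafish TRPN1-YFP; read-out: % activation versus carbachol response; detection: intracellular calcium fluorescence with Fluo-8; doses: single test compound dose, 3 µM nominal, 0.3% DMSO; schedule: dye 1 h 37 °C plus 30 min RT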
# RBBP9 inh = human RBBP9 hydrolase inhibition. O75884. recombinant RBBP9, FP-Rh probe fluorescence polarization. inhibition, % at 7.94 µM. 220,000 tested, 0.2% active;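 active means inhibition above the campaign mean of all tested compounds plus 3 SD, cut at about 14% in these data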;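 further: plate controls were DMSO wells with RBBP9 for no effect and wells lacking RBBP9 protein for full effect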
# Target sequence (O75884 whole entry, looked up): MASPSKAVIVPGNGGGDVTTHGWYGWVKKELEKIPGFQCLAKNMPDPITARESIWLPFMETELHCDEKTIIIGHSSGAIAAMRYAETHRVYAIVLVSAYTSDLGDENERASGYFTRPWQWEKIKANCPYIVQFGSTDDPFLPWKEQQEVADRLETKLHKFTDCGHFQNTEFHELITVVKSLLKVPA
#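 Test system – recombinant human RBBP9 · Input – RBBP9 2.5 µM in dispensing solution, pre-mixing · Medium – Tris buffer pH 8.0, NaCl, Pluronic · Schedule – preincubation 30 min plus labeling 45 min at 25 °C · Measured by – fluorescence polarization · Measure – % inhibition · Controls – DMSO and no-protein wells · Replicates – one well per compound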
# TRPML3 agonist = human mucolipin-3 channel agonism | 220,000 tested, 0.29% active | Q8TDD5 | activation, % at 3 µM | HEK293 TRPML3-YFP, Fluo-8 calcium fluorescence; 100% = the carbachol control signal;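 active means activation above its plate's cutoff, the mean activation of the plate's test wells plus 3 SD, cut at about 12% in these data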;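 further: 0% = DMSO only wells and 100% = carbachol wells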
#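 system = HEK293 cells stably carrying human TRPML3-YFP | doses = one concentration, 3 µM nominal, 0.3% DMSO | timing = dye loading 1 h 37 °C then 30 min ambient, 125 s read | detection = Fluo-8 calcium dye fluorescence, ex 470-495, em 515-575 nm | benchmarks = high control carbachol 87 µM, low control DMSO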
# Wee1 stabilizer = inhibitors of human Wee1 degradation; HeLa Luc-Wee1K328M stability, luciferase luminescence; 100% = proteasome inhibitor MG132 effect; reporter increase, % at 5 µM; 220,000 tested, 1.2% active; AID 1321;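 active means activation above the mean of all tested compounds plus 3 SD, set per screening run, cut at about 8.8% in these data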;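 further: cells exposed to compound for 20 h before luminescence read; 0% = DMSO alone and 100% = MG132 at 30 µM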
# Target sequence (P30291 whole entry K328M): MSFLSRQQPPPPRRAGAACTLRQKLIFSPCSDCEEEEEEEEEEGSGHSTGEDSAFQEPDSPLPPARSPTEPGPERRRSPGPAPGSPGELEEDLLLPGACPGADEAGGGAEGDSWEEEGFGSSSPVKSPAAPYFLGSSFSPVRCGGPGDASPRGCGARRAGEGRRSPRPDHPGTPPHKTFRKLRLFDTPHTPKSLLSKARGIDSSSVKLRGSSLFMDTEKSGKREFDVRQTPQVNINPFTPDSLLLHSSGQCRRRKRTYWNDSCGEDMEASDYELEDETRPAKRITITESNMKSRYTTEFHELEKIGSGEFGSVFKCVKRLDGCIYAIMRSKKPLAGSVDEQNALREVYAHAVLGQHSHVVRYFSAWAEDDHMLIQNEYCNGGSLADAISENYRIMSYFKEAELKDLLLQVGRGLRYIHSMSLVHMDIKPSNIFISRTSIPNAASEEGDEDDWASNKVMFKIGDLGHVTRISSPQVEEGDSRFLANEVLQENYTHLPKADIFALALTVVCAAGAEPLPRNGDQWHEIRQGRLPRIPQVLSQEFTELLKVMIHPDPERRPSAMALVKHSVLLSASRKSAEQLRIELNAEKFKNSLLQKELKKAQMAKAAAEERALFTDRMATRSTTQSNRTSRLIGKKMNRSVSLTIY
# BaF3 tox = reduces parental Ba/F3 cell viability, JAK2V617F counter-screen. CellTiter-Glo ATP luminescence. inhibition, % at 5.6 µM. 220,000 tested, 1.1% active;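 active means inhibition above a per-campaign cutoff, the mean inhibition of all tested compounds plus 3 SD, cut at about 27% in these data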;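 further: 0% = DMSO wells and 100% = JAK Inhibitor I control wells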
# Ba/F3 V617F tox = loss of viability in JAK2V617F-driven Ba/F3 cells. Ba/F3 EpoR-JAK2V617F viability, ATP luminescence. inhibition, % at 5.6 µM. 220,000 tested, 1.1% active. AID 1446;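 active means inhibition above the campaign mean plus 3 SD over all tested compounds, cut at about 24% in these data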;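 further: cytokine-independent growth of Ba/F3 cells driven by EpoR plus mutant JAK2; 0% = DMSO-treated cells and 100% = JAK inhibitor I control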
# CHOP inh = blocks CHOP induction under ER stress. inhibition, % at 10 µM. 220,000 tested, 3.8% active. CHO-K1 CHOP-promoter luciferase, tunicamycin-induced, 15-18 h;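 active means compounds that reduced the stress-induced luciferase reporter signal by more than about 70% of percent inhibition, limit read from the data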;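 further: 0% = tunicamycin plus vehicle and 100% = wells without tunicamycin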
# * = called active by the depositor; . = not tested or not shown.
# The first 2 records (preview)
SMILES,PPC-1+TRAIL kill,TNF death inh,zfTRPN1 agonist,RBBP9 inh,TRPML3 agonist,Wee1 stabilizer,BaF3 tox,Ba/F3 V617F tox,CHOP inh
COc1ccc(-c2nc(CS(=O)CC(=O)NCC3CCCO3)c(C)o2)cc1 (configuration not stated),4,-0.2,-0.8,-8,-0.3,-1,5,-1,0
Cc1ccc(C)c(N(CC(=O)NC2CCCCC2)C(=O)CCC(=O)Nc2ccccn2)c1,14,-6.6,0.9,-6,0.0,-4,2,-1,.

# All compounds of this part, from the first entry:
SMILES,PPC-1+TRAIL kill,TNF death inh,zfTRPN1 agonist,RBBP9 inh,TRPML3 agonist,Wee1 stabilizer,BaF3 tox,Ba/F3 V617F tox,CHOP inh
COc1ccc(-c2nc(CS(=O)CC(=O)NCC3CCCO3)c(C)o2)cc1 (configuration not stated),4,-0.2,-0.8,-8,-0.3,-1,5,-1,0
Cc1ccc(C)c(N(CC(=O)NC2CCCCC2)C(=O)CCC(=O)Nc2ccccn2)c1,14,-6.6,0.9,-6,0.0,-4,2,-1,.
Cn1c(=O)c2c(SC3CCCC3)nc(C3CC3)nc2n(C)c1=O,13,-3.5,1.2,-9,1.1,0,3,0,80*
O=c1c(Cl)c(N2CCNCC2)cnn1C12CC3CC(CC(C3)C1)C2,-4,1.5,1.9,-7,0.9,1,3,-2,0
COc1cccc(OC)c1C1=NC(C)(C)CO1,18,-0.7,1.4,2,0.1,-1,-3,-1,-3
COc1ccc(C(N)=O)cc1NC(=O)c1cccc(F)c1,5,-2.5,1.9,-8,1.7,-1,6,0,-4
COc1ccc(N(CC(=O)NCc2ccccc2)S(=O)(=O)c2c(C)noc2C)cc1,4,0.2,0.1,-8,-0.2,2,5,4,14
COc1ccc(C2CC(c3cccs3)n3nc(N)nc3N2)cc1 (configuration not stated),14,-0.5,1.0,-3,1.2,2,4,3,-6
Cc1cccc(N=C2NC(=O)S/C2=C\c2ccco2)c1,-4,1.9,1.4,-5,0.9,-2,4,4,72*
c1ccc(C(c2nnnn2Cc2ccco2)N2CCN(c3nc4ccccc4s3)CC2)cc1 (configuration not stated),11,-3.1,0.7,0,1.9,0,2,-3,24
CC1(C)Cc2c(ccc3ccccc23)C(NNC(=O)c2cccnc2)=N1,16,-0.3,0.2,-10,0.3,5,2,-2,-21
COc1ccc2[nH]c(=O)c(C(c3nnnn3C3CCCCC3)N3CCN(C)CC3)cc2c1 (configuration not stated),-8,0.8,1.3,-13,0.9,1,10,0,34
c1ccc2c(-c3c[nH]c4ccccc34)c3ccccc3nc2c1,19,-15,-1.5,-4,-0.4,12*,2,-1,98*
COc1ccccc1Nc1ccc(C(=O)O)cc1[N+](=O)[O-],-2,0.0,-0.9,0,-0.3,-4,6,5,14
COC(=O)CC(N)c1ccc(Br)cc1 (configuration not stated),-2,4.1,1.9,-10,1.4,-2,4,0,3
CCn1cc(/C=C2/SC(=S)NC2=O)c(C)n1,26,5.4,1.1,-1,0.7,-1,6,0,4
O=Cc1c(F)cccc1N1CCCC1,5,0.1,-0.5,-5,0.5,1,10,7,1
Cc1cccc(CCNS(=O)(=O)c2ccc(S(=O)(=O)N3CCCCC3)cc2)c1,-12,1.5,-0.7,-6,1.1,0,4,-2,4
Nc1nnc(SCC(=O)Nc2cccc(S(N)(=O)=O)c2)s1,22,0.1,0.6,1,0.6,0,-1,0,9
O=C(CS(=O)(=O)c1cn(CC(=O)N2CCOCC2)c2ccccc12)Nc1ccccc1,10,0.7,1.3,2,0.7,0,6,2,10
O=C(Nc1cccc(S(=O)(=O)Nc2ccc(Cl)cc2)c1)c1ccc2c(c1)OCCO2,8,-2.0,-0.2,-13,-0.1,-2,6,-4,69
Cc1cc(C)n2ncc(C(=O)Nc3ccc(Cl)c(Cl)c3)c2n1,-13,0.0,0.9,-10,0.9,-2,1,0,8
CS(=O)(=O)N1CCC(C(=O)NCCc2ccccc2)CC1,27,-0.6,0.5,-6,0.6,-2,6,3,-33
COc1ccc(S(=O)(=O)N2CCCN(CCC(=O)Nc3cccc(C(F)(F)F)c3)CC2)cc1,20,-6.5,3.7,-8,2.3,-2,3,0,30
O=C(O)CCc1n[nH]c(=S)[nH]c1=O,14,-0.8,-0.6,-4,0.8,3,3,-3,25
O=C(CN1C(=O)C2CC=CCC2C1=O)NCc1cccs1 (configuration not stated),20,1.5,-0.6,5,1.6,-1,9,1,-10
CC(C)(C)c1cnnn1-c1ccc(NC(=O)c2ccc(Br)o2)cc1,0,1.5,-0.6,-9,-0.7,0,11,2,20
Cc1ccc(S(=O)(=O)NCc2ccncc2)cc1C,33,-7.4,8.8,-8,4.0,1,75*,48*,46
Clc1ccc(-c2nnc(-c3cccc4ccccc34)o2)cc1Cl,-5,0.7,-0.4,-6,0.5,-3,-3,4,-9
Cn1nc(-c2ccc(N3CCOCC3)c(NS(=O)(=O)c3ccccc3)c2)c2ccccc2c1=O,-15,-7.4,1.1,-5,-0.2,5,7,1,30
COc1ccc(-n2c(C)cc(/C=C3\SC(=S)NC3=O)c2C)cc1,-4,0.2,2.1,-2,1.6,4,5,-2,-1
COc1ccc(-n2c3c(cc(C(=O)Nc4ccc(C)cc4)c2=O)C(=O)CCC3)cc1,.,-0.3,-1.3,10,0.6,-2,3,0,.
CN1CCN(NC(=O)c2ccc(Br)s2)CC1,5,0.5,2.9,-1,2.1,1,-1,-1,5
CC(=O)c1sc(NC(=O)c2cc(=O)c3ccccc3o2)nc1C,38,-1.1,-0.2,-7,1.0,-2,1,-1,-19
O=C(c1ccccc1)c1c[nH]c(C(=O)NNc2ccccc2)c1,1,9.2,-0.1,0,0.6,-2,1,-2,13
CCOC(=O)N1CCN(c2cc(C)nc3nc(C)nn23)CC1,6,1.1,1.1,-5,0.0,0,11,5,11
OCC1(Cc2ccccc2)CCCN(Cc2ccc(-c3ccco3)cc2)C1 (configuration not stated),16,2.4,2.3,-5,0.9,0,3,1,14
CC1CC(C)CN(CCCNC(=O)c2ccc(CS(=O)(=O)Cc3ccccc3F)o2)C1 (configuration not stated),-11,0.5,1.4,1,-0.4,0,2,1,-38
CC(C)c1ccc(NC(=O)COc2nnc(-c3cccs3)c(-c3cccs3)n2)cc1,5,0.3,-0.3,-9,0.1,1,0,-3,17
O=C(N/N=C/c1ccc[nH]1)c1ccc2c(c1)OCO2,22,-2.9,1.0,0,0.8,1,5,0,-3
COc1cc(C(=O)c2ccccc2)c([N+](=O)[O-])cc1OC,3,1.0,-2.9,-4,-1.3,1,-1,-2,12
COc1ccc(NC(=O)CC2Oc3ccc(C)cc3NC2=O)cc1 (configuration not stated),4,-0.6,0.5,-8,0.4,0,6,2,-2
CCC(C(=O)N1CCN(c2ccccc2OC)CC1)c1ccccc1 (configuration not stated),33,-0.6,-2.4,-1,0.3,1,0,-4,1
CCOC(=O)C1CCCN(S(=O)(=O)c2cccc3cccnc23)C1 (configuration not stated),34,-1.8,-0.9,-3,0.2,-1,4,-2,-6
COc1cc(C(=O)N2CCN(C(=O)C3CC3)CC2)cc(OC)c1OC,10,-0.3,1.1,-6,0.5,3,6,-2,-5
COc1ccccc1NC(=O)C(=O)N1N=C(C(C)C)CC1(O)C(F)(F)F (configuration not stated),-8,-1.4,-1.1,-2,-0.7,-3,0,-4,25
O=C(CSc1nc2ccccc2c(=O)n1NC(=O)Cc1ccccc1)NCCc1ccccc1,6,-0.8,0.2,-3,-0.7,-2,3,1,38
Cc1cc(C(=O)COC(=O)C2=NNC(=O)CC2)c(C)n1CCc1ccccc1,18,1.0,2.3,-6,0.3,-2,3,-2,3
O=C1C2ON(c3ccccc3)C(c3ccccc3F)C2C(=O)N1c1ccccc1 (configuration not stated),16,-3.5,0.4,-4,-0.8,-1,1,1,80*
Cc1cc(N2CCN(c3ccccc3)CC2)nc(N2CCOCC2)n1,19,2.8,0.2,-5,-0.2,0,3,2,12

# Other records.
SMILES,PPC-1+TRAIL kill,TNF death inh,zfTRPN1 agonist,RBBP9 inh,TRPML3 agonist,Wee1 stabilizer,BaF3 tox,Ba/F3 V617F tox,CHOP inh
COc1ccc(Cn2c(CCC(=O)Nc3ccc(C)c(C)c3)nc3cccnc32)cc1,-2,2.0,-1.4,-15,-0.8,-2,7,2,86*
S=C(Nc1ccc(OCc2ccccc2)cc1)Nc1cccc(Cl)c1Cl,3,0.4,0.1,-6,-0.2,-2,2,-1,56
[O-]/[N+](=C/c1cccnc1)c1ccc(Br)cc1,14,-6.2,-0.5,4,1.4,5,5,-3,8
CCN(Cc1ccccc1)c1ccc(/C=N/NS(=O)(=O)c2ccc(C)c([N+](=O)[O-])c2)cc1,9,2.7,-2.0,-9,-1.0,-1,0,-2,54
c1ccc(CSCCc2ccncc2)cc1,-16,-1.1,1.4,6,0.6,1,4,2,7
COc1ccc(/C(CC2(O)C(=O)Nc3ccccc32)=N\O)cc1 (configuration not stated),22,-0.6,1.9,1,1.2,-3,4,-2,0
O=C(O)CC(NC(=O)c1ccc2c(c1)OCO2)c1cccc([N+](=O)[O-])c1 (configuration not stated),-9,1.0,-0.5,-10,0.8,-4,3,-4,16
Fc1ccc(F)c(C2=NNC(=NCC3CCCO3)SC2)c1 (configuration not stated),41,1.3,-1.6,-7,0.5,0,6,0,38
O=C(COc1ccc(S(=O)(=O)N2CCCC2)cc1)Nc1ccc2c(c1)OCCO2,-5,1.2,2.8,-9,0.3,6,0,2,-4
Cc1nc2cc(-c3ccc(Cl)cc3)nn2c(C)c1CCC(=O)NC(C)c1ccc2c(c1)OCCO2 (configuration not stated),15,3.6,0.7,-4,0.2,-2,7,0,79*
COc1ccc(N2CC(O)=C(c3nc(-c4ccc(F)cc4)cs3)C2=N)cc1,3,0.6,1.6,-3,-0.3,3,7,5,10
COC(=O)c1ccc2[nH]c(C)c(CN3CCCC3)c(=O)c2c1,22,-0.3,1.1,-5,0.9,2,7,0,-7
c1ccc(C2=NCCCN2)cc1,0,0.7,3.5,0,1.1,-3,5,-2,-20
Cc1cc(NC(=O)C2CC(c3cccc(Br)c3)=NO2)no1 (configuration not stated),32,-0.6,1.7,-4,-0.5,-1,1,-5,73*
CCOc1ccc(C(=O)NCCN2CCCC2)cc1,6,1.0,-0.6,-3,0.6,1,-1,-3,11
CC(C)c1ccc(NC(=O)COC(=O)CCC(=O)c2cccs2)cc1,11,1.6,-1.3,-9,0.2,5,2,-2,-2
COc1cc(C(=S)N2CCCC2)cc(OC)c1O,9,-1.3,1.6,-9,0.4,2,1,3,40

# Taken from above:
# For PPC-1+TRAIL kill, CCOc1ccc(C(=O)NCCN2CCCC2)cc1 is listed with 6
# For TNF death inh, COC(=O)c1ccc2[nH]c(C)c(CN3CCCC3)c(=O)c2c1 is listed with -0.3
# For CHOP inh, COc1ccc(N2CC(O)=C(c3nc(-c4ccc(F)cc4)cs3)C2=N)cc1 is listed with 10
